# Giardia kill – Giardia lamblia killing; hit rate 0.15% among 340,000; activity change, % at 7.66 µM, hits read low; Giardia lamblia trophozoite viability; in the data active = activity change below about -80%; inconclusive = between about -30% and that limit;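 note: parasites exposed to compound for two days anaerobically before the ATP read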
#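 Anaerobic 48 hrs incubation at 37 deg C of 100 trophozoites/well with test compounds; ATPLite 1-Step luminescence, 15-30 min RT, reports cellular ATP as viability.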
# Coupling enz – coupling enzyme interference in Giardia aldolase counter-screen; coupling enzyme system counterscreen, AmpLite Red fluorescence; activity change, negative = inhibition, % at 58.2 µM, hits read low; hit rate 0.67% among 290,000; AID 2472; in the data active = activity change below about -30%
#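 Fluorescence at 525 nm excitation and 598 nm emission measured inhibition of the coupled detection system without aldolase. Compounds (at 57.5 uM final) were preincubated 10 min at room temperature with coupling enzyme reagent before a 20 min substrate/AmpLite Red step.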
# Eya2 phos inh – inhibitors of human Eya2 phosphatase activity; O00167; recombinant Eya2, OMFP fluorescence dephosphorylation (OMFP is methylfluorescein phosphate); Potency, µM (titrated, usually from 76.9 µM), without a hit: at the top dose activity, negative = inhibition, usual class: inhibitors; hit rate 0.006% among 330,000; AID 488837; note: potency is the fitted concentration of half-maximal effect
# Target sequence (O00167 whole entry, looked up): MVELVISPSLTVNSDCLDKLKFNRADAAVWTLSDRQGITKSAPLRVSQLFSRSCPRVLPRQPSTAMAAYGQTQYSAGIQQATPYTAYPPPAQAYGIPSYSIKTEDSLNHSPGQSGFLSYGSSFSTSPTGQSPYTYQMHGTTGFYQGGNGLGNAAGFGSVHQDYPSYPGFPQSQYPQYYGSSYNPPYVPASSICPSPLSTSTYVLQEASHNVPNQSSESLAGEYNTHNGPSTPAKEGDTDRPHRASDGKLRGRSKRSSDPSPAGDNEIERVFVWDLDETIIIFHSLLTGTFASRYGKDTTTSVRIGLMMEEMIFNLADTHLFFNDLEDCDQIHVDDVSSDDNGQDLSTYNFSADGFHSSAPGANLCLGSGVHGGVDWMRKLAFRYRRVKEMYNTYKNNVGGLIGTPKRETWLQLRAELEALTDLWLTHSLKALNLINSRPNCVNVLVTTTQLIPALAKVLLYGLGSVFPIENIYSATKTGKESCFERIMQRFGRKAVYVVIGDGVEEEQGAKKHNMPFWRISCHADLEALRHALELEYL
#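 Eya2 protein (added as 0.2 uM solution) was preincubated with compound for 10 min at ambient temperature in 50 mM HEPES pH 7.5, 50 mM NaCl, 5 uM MgCl2, 0.05% BSA, 1 mM DTT. OMFP (added at 50 uM) then reacted 10 min; fluorescence read at 485/525 nm.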
# BCR signal inh – inhibitors of chronic active B-cell receptor signaling; ABC-DLBCL IkBa-CBG/CBR reporter, luminescence ratio, 4 h; Potency, µM (highest dose often 46.1 µM), for inactives: top-dose ratio change, negative = lower green/red ratio, most hits filed as inhibitors; hit rate 0.05% among 340,000; active = well fitted inhibition curve with a large enough effect in the signal ratio, with a control signal flat, not every such curve was filed as active; inconclusive = small, poorly fitted or top-dose-only effect, or effect the other way, or a change in a side signal; the % refers to the signal ratio;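 note: potency is the fitted concentration of half-maximal effect; plate controls were basal doxycycline-induced cells for no effect and cells given 10 µM MG132 for full effect; MG132 reads +100%, hits lower the ratio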
#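 Cell line TMD8 (human ABC DLBCL), stably expressing tet-inducible CBG68-IkBa fusion and CBR; IMDM/0.5% FBS; cpd up to 46 uM; dox induction, 4 h, 37C/5% CO2; dual luminescence; green/red ratio; MG132 control.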
# GALK inhibitor – blocks human galactokinase activity. P51570. Potency, µM (titrated, usually from 57.5 µM), for the others: at the highest dose activity change, negative = inhibition, usual class: inhibitors. AID 1868. Purified GALK, Kinase-Glo residual ATP luminescence. hit rate 0.007% among 270,000; note: potency is the fitted concentration of half-maximal effect
#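 ATP-depletion format; final 35 uM ATP, 100 uM D-galactose, 5 nM enzyme; pH 8.0 HEPES/Mg2+ buffer; 60 min RT; luminescence read 10 min after detection reagent.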
# PKM2 activator – activators of human pyruvate kinase M2; P14618; purified PKM2, Kinase-Glo ATP luminescence, activation; response scale: 0% is enzyme alone, no compound; Potency, µM (series often up to 57.5 µM), for inactives: at the top dose activation, usual class: activators; hit rate 0.34% among 260,000; AID 1631; note: potency is the fitted concentration of half-maximal effect; nearly all actives have a fitted effect of over 55% in size
# Target sequence (P14618 whole entry, looked up): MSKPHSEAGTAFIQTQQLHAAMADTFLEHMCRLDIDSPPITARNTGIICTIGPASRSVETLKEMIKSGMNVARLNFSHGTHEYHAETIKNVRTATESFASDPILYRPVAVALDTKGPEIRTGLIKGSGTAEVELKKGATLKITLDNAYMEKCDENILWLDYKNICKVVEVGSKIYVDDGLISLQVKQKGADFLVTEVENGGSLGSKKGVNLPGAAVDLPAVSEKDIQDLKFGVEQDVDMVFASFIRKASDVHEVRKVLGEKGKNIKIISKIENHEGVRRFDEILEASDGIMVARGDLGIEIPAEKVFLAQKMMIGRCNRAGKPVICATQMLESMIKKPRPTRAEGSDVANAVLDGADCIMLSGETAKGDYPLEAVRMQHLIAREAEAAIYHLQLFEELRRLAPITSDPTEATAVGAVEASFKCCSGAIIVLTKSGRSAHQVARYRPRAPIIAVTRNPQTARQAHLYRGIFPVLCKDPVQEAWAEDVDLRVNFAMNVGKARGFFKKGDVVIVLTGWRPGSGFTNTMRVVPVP
#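 Purified hPK-M2 (>95% pure) converted ADP (0.1 mM final) to ATP with 0.5 mM PEP in 50 mM imidazole pH7.2, KCl, MgCl2, Tween 20, BSA; 1 h at room temperature. ATP detected by Kinase-Glo luminescence.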
# B2AR arrestin – beta2AR (human) beta-arrestin recruitment activity. P07550. hit rate 0.02% among 330,000. beta-arrestin recruitment to beta2AR, cell-based reporter. Potency, µM (highest dose often 46.1 µM), for the others: at the highest dose activation, usual class: activators;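 note: potency is the fitted concentration of half-maximal effect; 0% = DMSO controls and full agonism = EC100 isoproterenol or metaproterenol; nearly all actives have a fitted effect of over 65% in size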
# uPA generation – inhibitors of cell surface uPA generation | cell surface uPA generation assay, qHTS | Potency, µM (series often up to 38.3 µM), for inactives: top-dose activity change, negative = inhibition, most hits filed as inhibitors | hit rate 0.31% among 330,000 | AID 540303; active = well fitted inhibition curve with a large enough effect; inconclusive = small, poorly fitted or top-dose-only effect; inactive = no such curve, though single readings can be large or run the other way; tested in mouse RAW 264.7 cells; note: potency is the fitted concentration of half-maximal effect; nearly all actives have a fitted effect of over 55% in size
# KCNH2 WT inh – KCNH2 (human, wildtype) channel inhibition | Q12809 | activity change, % at 1.84 µM | hit rate 0.37% among 340,000 | AID 720551 | U2OS, BacMam KCNH2, thallium flux FluxOr; hits give low values;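 active = maximum activity change below -70%; inconclusive = maximum activity change between -70% and -50%; inactive = maximum activity change above -50%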
#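 U2OS cells were transduced with wild-type KCNH2 virus (2.03 x 10^8 / mL) for 4 h at room temperature, then cultured overnight at 37 C. Thallium flux was read with FluxOr dye. Rate constants were normalized to DMSO controls.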
# KCNH2 3.1 inh – blocks the human KCNH2 3.1 channel isoform; AID 720553; activity change, % (tested at about 1.8 µM); hit rate 0.95% among 340,000; U2OS KCNH2 3.1, thallium flux FluxOr; hits give low values;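 active = maximum activity change below -70%; inconclusive = maximum activity change from -70% to -50%; inactive = maximum activity change above -50%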;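 note: thallium influx rate constant from kinetic fluorescence after stimulation buffer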
#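 Thallium flux read-out: FluxOr dye with Red40 quencher in HBSS/HEPES, 45 min at RT. Rate constants from kinetic reads were normalized to positive and negative DMSO controls. Cells: U2OS virally expressing the 3.1 isoform.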
# USP2a block – inhibitors of human ubiquitin-specific protease USP2a; USP2 core, Ub-CHOP2 coupled fluorogenic reporter, 485/531; hit rate 0.01% among 330,000; Potency, µM (titrated, usually from 38.3 µM), for the others: top-dose activity change, negative = inhibition, usual class: inhibitors;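 note: potency is the fitted concentration of half-maximal effect; plate controls were DMSO wells for no effect and full inhibition by NEM control for full effect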
#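 USP2 core (10nM final) preincubated 30min RT with compound in 20mM Tris-HCl pH 8.0, 2mM CaCl2, 2mM beta-mercaptoethanol, 0.05% CHAPS; 25nM Ub-CHOP2 plus 25nM reporter substrate added, fluorescence (Ex485/Em531) read after 60min.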
# * marks the source's active call; other numbers are inactive results; ? = inconclusive; · = not tested or not shown; [ ] = another dose, or the depositor's remark. Unless noted, calls come from the whole dose curve; as a rule, active = well fitted curve in the direction sought with a large enough effect; inconclusive = small, poorly fitted or top-dose-only effect, or another doubt; inactive = no such curve, though single readings can be large; an effect the other way counts as inactive or inconclusive. Unless noted, % is set by controls: 0 for no effect and ±100 for the full control effect.
entry	molecule	Giardia kill	Coupling enz	Eya2 phos inh	BCR signal inh	GALK inhibitor	PKM2 activator
1	Cn1c(=O)[nH]c(=O)c2c1nc(CN1CCOCC1)n2CCCc1ccccc1	3	1	10%	2%	1%	0%
2	N#CCCN(C(=O)COC(=O)c1ccc(S(=O)(=O)N2CCCCCC2)cc1)c1ccccc1	-10	·	-1%	4%	·	·
3	O=C(O)CCc1nc2cc3ccccc3cc2[nH]1	-20	2	2%	-13%	0%	·
4	CC12CCC(=O)N1C(C(=O)NCCN1C(=O)S/C(=C\c3ccc(OC(F)F)cc3)C1=O)CS2 (stereo unspecified)	10	·	-2%	-22%	·	·
5	O=C1COc2ccc(C(=O)CSc3nnc(NCc4ccccc4)s3)cc2N1	39[activator]	-2	-27%	-4%	-2%	-1%
6	Fc1ccccc1N1CCN(CCCc2ccccc2)CC1	4	0	2%	?	2%	0%
7	COc1ccc(CNC(=S)N/N=C/c2ccncc2)cc1	-15	1	4%	-17%	0%	-6%
8	COc1ccc(-c2[nH]ncc2/C=N\NS(=O)(=O)c2ccccc2)cc1OC	12	1	10%	?	-1%	-1%
9	CC/C(=N/Nc1ccc(Cl)cc1)c1cnnc(SC)n1	?	-7	0%	?	0%	-2%
10	CC1(C)Cc2c(c(-c3ccccc3)nc(N3CCOCC3)c2C(N)=O)CO1	10	4	-1%	1%	2%	1%
11	CC(C)/C=C1\CC/C(=C\c2cccnc2)C1=O	0	4	-4%	?	-1%	4%
12	Cc1ccc(C)c(S(=O)(=O)Nc2ccc3cn[nH]c3c2)c1	11	·	-7%	0%	·	·

entry	B2AR arrestin	uPA generation	KCNH2 WT inh	KCNH2 3.1 inh	USP2a block
1	-0.1%	1%	7	1	1%
2	0.3%	1%	0	-4	2%
3	-0.2%	-1%	-1	8	-1%
4	0.2%	-11%	0	-1	-3%
5	0.5%	1%	7	-12	10%
6	-0.2%	-3%	11	-18	3%
7	-0.5%	-2%	3	-8	1%
8	-0.3%	0%	-10	-5	-3%
9	-0.4%	4%	7	-14	3%
10	0.0%	7%	-5	-12	1%
11	0.8%	-15%	-7	6	-2%
12	-0.2%	-2%	19	8	-3%

# 7 entries already listed, arranged by count of non-hydrogen atoms, high to low:
entry	molecule	Giardia kill	Coupling enz	Eya2 phos inh	BCR signal inh	GALK inhibitor	PKM2 activator
4	CC12CCC(=O)N1C(C(=O)NCCN1C(=O)S/C(=C\c3ccc(OC(F)F)cc3)C1=O)CS2 (stereo unspecified)	10	·	-2%	-22%	·	·
1	Cn1c(=O)[nH]c(=O)c2c1nc(CN1CCOCC1)n2CCCc1ccccc1	3	1	10%	2%	1%	0%
8	COc1ccc(-c2[nH]ncc2/C=N\NS(=O)(=O)c2ccccc2)cc1OC	12	1	10%	?	-1%	-1%
6	Fc1ccccc1N1CCN(CCCc2ccccc2)CC1	4	0	2%	?	2%	0%
7	COc1ccc(CNC(=S)N/N=C/c2ccncc2)cc1	-15	1	4%	-17%	0%	-6%
9	CC/C(=N/Nc1ccc(Cl)cc1)c1cnnc(SC)n1	?	-7	0%	?	0%	-2%
3	O=C(O)CCc1nc2cc3ccccc3cc2[nH]1	-20	2	2%	-13%	0%	·

entry	B2AR arrestin	uPA generation	KCNH2 WT inh	KCNH2 3.1 inh	USP2a block
4	0.2%	-11%	0	-1	-3%
1	-0.1%	1%	7	1	1%
8	-0.3%	0%	-10	-5	-3%
6	-0.2%	-3%	11	-18	3%
7	-0.5%	-2%	3	-8	1%
9	-0.4%	4%	7	-14	3%
3	-0.2%	-1%	-1	8	-1%

# New compounds follow
entry	molecule	Giardia kill	Coupling enz	Eya2 phos inh	BCR signal inh	GALK inhibitor	PKM2 activator
13	CC(C)N(Cc1ccccc1)C(=O)COC(=O)c1cc(S(=O)(=O)N(C)C)ccc1N1CCCC1	1	·	-3%	6%	·	·
14	O=C(NCCCn1ccnc1)c1ccc(N2CCCCCC2)c([N+](=O)[O-])c1	5	0	-22%	9%	9%	-1%
15	COc1ccc(C(c2c(NC(=O)c3ccco3)sc(C)c2C)N2CCOCC2)cc1OC (stereo unspecified)	-21	·	5%	-1%	·	·
16	COc1ccc(CC(=O)OCC(=O)NC(=O)NC2CCCCC2)cc1	41[activator]	0	3%	0%	-1%	2%
17	COc1ccc(-n2c3c(cc(C(=O)N4CCN(CCO)CC4)c2=O)C(=O)CC(C)(C)C3)cc1	-17	0	2%	?	-1%	1%
18	OC(Cn1cnnc1)c1ccccc1 (stereo unspecified)	-1	2	7%	0%	0%	·
19	CC(C)(C)S(=O)(=O)c1cnc2c(-c3ccc(F)cc3)cnn2c1N	8	2	3%	-14%	-3%	0%
20	COc1ccc(OC)c(C(=O)COC(=O)CNC(=O)C2CCCCC2)c1	2	0	6%	-4%	1%	6%
21	O=C(NCc1c(O)ccc2ccccc12)c1ccccc1	-12	0	2%	-2%	-3%	6%
22	Cc1ccc(OCC(=O)Nn2cnnc2)c(Br)c1	5	-2	-1%	-2%	0%	-2%
23	O=[N+]([O-])/C(C(Cl)=C(Cl)Cl)=C1\Nc2ccccc2O1	-9	-3	-7%	?	-3%	-1%
24	Cc1c(NC(=O)Nc2ccc(F)cc2)c(=O)n(-c2ccccc2)n1C	6	0	2%	5%	1%	·

entry	B2AR arrestin	uPA generation	KCNH2 WT inh	KCNH2 3.1 inh	USP2a block
13	-0.7%	-8%	-2	10	5%
14	0.4%	1%	33	-12	0%
15	-0.1%	5%	0	2	3%
16	0.2%	1%	-1	1	1%
17	0.0%	1%	-2	-4	1%
18	-1.0%	-2%	3	0	-1%
19	0.2%	3%	-4	-10	4%
20	0.1%	-5%	-1	4	0%
21	-0.1%	-13%	2	-4	-1%
22	0.1%	2%	-1	-5	-2%
23	0.4%	6%	-2	5	-2%
24	-0.2%	8%	-5	-1	4%

# Additional results follow:
entry	molecule	Giardia kill	Coupling enz	Eya2 phos inh	BCR signal inh	GALK inhibitor	PKM2 activator
25	CC(=O)c1c(C)oc2ccc(NS(=O)(=O)c3cccs3)cc12	-9	3	3%	?	13%	-3%
26	Cc1cccc(NN=C2c3ccccc3-c3ccccc32)c1	-15	-2	-14%	?	-2%	14%
27	Cc1c(NC(=O)c2ccccc2NC(=O)COc2ccccc2)cccc1C(=O)O	1	·	-28%	?	-2%	-1%
28	CCOC(=O)C1CCCN(C(=O)c2sc3nc(C)nc(N4CCOCC4)c3c2C)C1 (stereo unspecified)	5	2	11%	-1%	2%	-1%
29	O=C(NCCCN1CCC(Cc2ccccc2)CC1)C1CCN(S(=O)(=O)N2CCC3(CC2)OCCO3)CC1	-10	1	-1%	?	0%	2%
30	CCc1nnc(NC(=O)CSc2ccc(-c3nc4ccccc4[nH]3)cn2)s1	1	0	4%	?	-2%	16%
31	C[C@@H]1CCC2[C@](C)(CO)[C@@H](O)CC[C@]2(C)[C@@]12C[C@](CO)(CC(=O)O)CO2 (stereo partly specified)	-15	3	11%	7%	0%	·
32	CN1CCN(C2=C(Cl)C(=O)C(c3cnc(N4CCCCC4)s3)=C(Cl)C2=O)CC1	1	-3	1%	-2%	-1%	-2%
33	Cc1c2cnn(CC(=O)N3CCN(c4ncccn4)CC3)c(=O)c2c(C)n1Cc1ccc(F)cc1	·	-1	-9%	-5%	2%	-1%
34	Cc1ccc(C(=O)Nn2cnnc2)cc1Cl	-2	2	3%	4%	0%	-4%
35	COC(=O)c1ccn(C(=O)c2ccc(Cl)cc2)n1	4	-1	·	·	2%	10%
36	CCc1cc(=O)oc2cc(C)cc(OC(C)C(=O)NCCCN3CCOCC3)c12 (stereo unspecified)	14	·	0%	-2%	-4%	·
37	COc1cc(NC(=O)C(C)Oc2ccccc2)cc(OC)c1 (stereo unspecified)	-4	1	8%	?	12%	-2%

entry	B2AR arrestin	uPA generation	KCNH2 WT inh	KCNH2 3.1 inh	USP2a block
25	0.1%	-1%	-21	18	-3%
26	-1.1%	10%	-1	0	0%
27	-0.1%	3%	-26	15	2%
28	0.2%	0%	-2	5	-7%
29	0.2%	4%	·	-2	1%
30	-0.6%	-10%	-21	7	-1%
31	-1.0%	7%	0	-4	-7%
32	4.2%	-7%	4	4	0%
33	-0.7%	·	·	·	0%
34	0.4%	?	3	33	0%
35	·	·	1	-4	·
36	0.3%	2%	-3	-16	0%
37	0.1%	-5%	4	-14	-7%

# Source: PubChem BioAssay

# No enrichment for hits; overall some 2.4% were active at least once.
